High-throughput results from PubChem.
TDP-43 yeast inh: rescues yeast growth from TDP-43 toxicity; TDP-43 expressing yeast growth rescue, BacTiter-Glo, 24 h; Potency, µM (doses to about 46.1 µM), inactives show at the top dose growth rescue (activation), actives largely listed as activators; hit rate 1.8% among 410,000; AID 652104; note: % of control where 0% means no effect; nearly all actives have a fitted effect of over 50% in size
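Readout is BacTiter-Glo luminescence of cell growth, so inhibitors register as activators. TDP-43-expressing yeast at OD600=0.02 in galactose medium, after raffinose pregrowth to mid-log, were incubated with compound for 24 hr at 30 deg C.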
KB-V1 MDR tox: kills drug-selected multidrug resistant KB-V1 cells. KB-V1 MDR cells viability, CellTiter-Glo, 72 h. hit rate 3.4% among 400,000. Potency, µM (top dose mostly 46.1 µM), for the others: top-dose activity change, negative = cytotoxicity, usual class: cytotoxic; note: % is set by controls: 0 for no effect and ±100 for the full control effect; nearly all actives have a fitted effect of over 60% in size
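Drug-selected KB-V1 cells, grown in DMEM lacking phenol red with 10% FBS, receive compound titrations; after three days at 37 degrees C, surviving cell ATP is quantified by CellTiter-Glo luminescence and responses normalized and curve-fitted.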
GLP-1R inv ag: acts as inverse agonist at human GLP-1 receptor; P43220; HEK293 GLP-1R CRE-luciferase, luminescence, 24 h; GLP-1R form is constitutively active; Potency, µM (top dose mostly 38.3 µM), for inactives: at the top dose activity change, negative = inhibition, most hits filed as inhibitors; hit rate 1.6% among 410,000; AID 624417; note: % is set by controls: 0 for no effect and ±100 for the full control effect; nearly all actives have a fitted effect of over 55% in size
Target sequence (P43220 whole entry, looked up): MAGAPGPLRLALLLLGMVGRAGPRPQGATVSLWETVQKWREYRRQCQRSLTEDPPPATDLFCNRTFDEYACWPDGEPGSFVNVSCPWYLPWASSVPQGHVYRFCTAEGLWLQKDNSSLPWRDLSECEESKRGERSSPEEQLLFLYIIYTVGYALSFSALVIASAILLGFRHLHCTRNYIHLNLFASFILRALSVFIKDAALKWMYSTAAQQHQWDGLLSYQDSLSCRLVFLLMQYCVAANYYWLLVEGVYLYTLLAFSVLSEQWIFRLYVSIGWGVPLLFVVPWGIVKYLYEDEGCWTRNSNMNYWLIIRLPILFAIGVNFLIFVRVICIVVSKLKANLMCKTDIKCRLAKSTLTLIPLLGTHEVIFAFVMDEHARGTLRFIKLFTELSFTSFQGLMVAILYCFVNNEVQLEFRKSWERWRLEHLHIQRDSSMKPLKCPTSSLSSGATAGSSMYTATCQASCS
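Inverse agonism was detected as reduced cAMP-driven luciferase luminescence after 24 h compound treatment. The cells were HEK293 clones expressing constitutively active human GLP-1R with the reporter. Reporter-only and GPR119 cell lines served as counterscreen controls.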
HT1080 IDH1KD tx: toxicity to HT-1080 IDH1 knockdown cells (counter line); HT-1080 IDH1 knockdown viability, ATP luminescence, 48 h; Potency, µM (doses to about 46.1 µM), for the others: top-dose activity, negative = toxicity, usual class: cytotoxic; hit rate 2% among 360,000; AID 686971;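 note: 0% = DMSO wells and -100% = cell-free medium wells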
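HT-1080-IDH1KD cells (IDH1 knocked down), 750/well in RPMI with 5% FBS, treated with compound 48 h at 37 degrees C. Viability by CellTiter-Glo luminescence, normalised to DMSO and no-cell wells; concentration-response curves classed.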
HT1080-NT tox: kills 2HG-producing HT-1080-NT fibrosarcoma cells; AID 686970; Potency, µM (titrated, usually from 46.1 µM), for inactives: at the highest dose activity, negative = less viability, usual class: cytotoxic; HT-1080-NT fibrosarcoma viability, CellTiter-Glo ATP luminescence, 48 h; hit rate 1.6% among 360,000;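 note: NT is the 2HG producing partner of a matched IDH1 knockdown line; 0% = DMSO-treated cells and -100% = media-only wells without cells; nearly all actives have a fitted effect of over 55% in size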
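Viability by CellTiter-Glo luminescence after 48 h compound exposure at 37C of HT-1080-NT cells (750/well, RPMI, 5% FBS). % activity scaled between DMSO wells and medium-only wells, then curve-fitted and categorized by curve class.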
GLP1R cytotox: cytotoxicity in counter-screen for GLP-1R inverse agonists; HEK293 cAMP-luciferase reporter cells, luminescence, 24 h; hit rate 0.13% among 410,000; Potency, µM (top dose mostly 38.3 µM), inactives show at the highest dose activity change, negative = inhibition, hits mostly inhibitors;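 note: loss of luciferase light is scored as toxicity; % is set by controls: 0 for no effect and ±100 for the full control effect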
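Compound-treated cells are incubated 24 hr at 37 deg C under 5% CO2 after a 12 hour attachment period, then luciferase detection reagent is added and luminescence is measured following 12 min at room temperature; lowered signal indicates toxicity.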
SW480 rereplic: induces DNA re-replication in SW480 colon adenocarcinoma cells | SW480 DNA re-replication, Hoechst DNA content imaging, 48 h | Potency, µM (highest dose often 46.1 µM), inactives show top-dose re-replication activation, hits mostly activators | hit rate 1.8% among 340,000 | AID 624297; note: % of control where 0% means no effect; nearly all actives have a fitted effect of over 55% in size
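First, 250 cells per well were seeded. Next, compound or vehicle (23 nL) was pinned in, plates sat 48 hr at 37 C. Finally Hoechst was added for 40 min before fluorescence scanning.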
GLP-1R agonist: activates the human GLP-1 receptor. HEK293 GLP-1R CRE-luciferase, luminescence, 4-6 h; cells express a hypersensitive GLP-1R form. Potency, µM (series often up to 45.6 µM), inactives show at the top dose activation, hits mostly activators. hit rate 0.007% among 380,000; note: % of control where 0% means no effect
KB-3-1 cytotox: kills parental KB-3-1 adenocarcinoma cells; KB-3-1 viability, CellTiter-Glo ATP luminescence, 72 h; Potency, µM (series often up to 46.1 µM), without a hit: at the highest dose activity change, negative = cytotoxic, most hits filed as cytotoxic; hit rate 1.4% among 400,000; AID 1347075; note: % is set by controls: 0 for no effect and ±100 for the full control effect; nearly all actives have a fitted effect of over 60% in size
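Luminescent ATP read-out (CellTiter-Glo) measures survival of drug-naive KB-3-1 cells after 72 h compound exposure at 37 °C. Titration series was screened from lowest to highest concentration, with DMSO vehicle plates as background controls.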
Numbers without * were called inactive; ? = inconclusive; nt = no result given; [ ] = dose if it differs, or a comment. Calls come from the whole dose curve; as a rule, active = well fitted curve in the direction sought with a large enough effect; inconclusive = small, poorly fitted or top-dose-only effect, or another doubt; inactive = no such curve, though single readings can be large; an effect the other way counts as inactive or inconclusive. Potency is the fitted concentration of half-maximal effect.

SMILES	TDP-43 yeast inh	KB-V1 MDR tox	GLP-1R inv ag	HT1080 IDH1KD tx	HT1080-NT tox	GLP1R cytotox	SW480 rereplic	GLP-1R agonist	KB-3-1 cytotox
COc1ccc(C(C)(C)C)cc1NC(=O)COC(=O)C(C)C	24%	1%	18%[0.307 µM]	1%	8%	3%[0.307 µM]	-8%	-1%	-23%
O=C(O)CNC(=O)C1CCCN1C(=O)CNC(=O)OCc1ccccc1 (stereo not given)	-2%	0%	5%	24%	10%	-12%	-13%	-2%	0%
Cc1ccc(-n2c(N)c(C(=O)N3CCOCC3)sc2=S)cc1	5%	5%	2%	18%	16%	5%	12%	-7%	0%
COc1ccc(S(=O)(=O)CCc2nc3ccccc3s2)cc1	21%	1%	-1%	13%	10%	-7%	0%[9.22 µM]	-9%	8%
N#CC1(NC(=O)COC(=O)c2ccccc2[N+](=O)[O-])CCCCC1	1%	2%	22%	4%	1%	-1%	-3%	-5%	8%
COc1nc(OC)nc(N2CCC(C(=O)NCc3ccc(F)cc3)CC2)n1	-12%	4%	3%	0%	14%	3%	0%	3%	4%
CCc1c(C)[nH]c2c1C(=O)C(CN1CCOCC1)CC2 (stereo not given)	16%	0%	10%	5%	7%	5%	-14%	-4%	0%
O=C1COc2ccc(C(=O)COC(=O)CNC(=O)c3ccco3)cc2N1	6%	1%	0%	4%	-2%	5%	2%	-2%	10%
S=c1[nH]nc(CSc2nc3ccccc3s2)n1Cc1ccccc1	-1%	-6%	-26%	-2%	-11%	26%	3%	-8%	-7%
Cc1cc(C)n(C(=O)c2cc(F)c(F)cc2C)n1	11%	1%	-7%	16%	14%	-7%	-2%	-6%	-6%
CCN(C(=O)COC(=O)/C=C/c1nc2ccccc2s1)C1CCS(=O)(=O)C1 (stereo not given)	-13%	-7%	4%	14%	-9%	16%	5%	0%	1%
Cn1c(SCC(=O)Nc2sccc2C(N)=O)nc2ccccc2c1=O	13%	-17%	7%	-12%	-1%	-3%	7%	5%	9%
NC(=S)Nc1cccc(O)c1	5%	9%	-1%	9%	8%	-1%	-9%	-5%	-1%
CCc1ccc(N(C(=O)c2snc(C(N)=O)c2N)C(C(=O)NCC2CCCO2)c2ccco2)cc1 (stereo not given)	-6%	4%	-10%	0%	-1%	-9%	-21%	14%	18%
CC1=C(C(=O)Nc2c(C)cc(C)cc2C)C2(CCN(C(C)C)CC2)OC1=O	-16%	-4%	-9%	nt	nt	1%	nt	nt	5%
Cc1cccnc1N(C(=O)Nc1cccc(Cl)c1)C1=NCC(C)(C)S1	-8%	?	1%	9%	14%	-31%	9%	2%	-8%
CC1CC(C)CN(C(=S)NC2CCCCC2)C1 (stereo not given)	0%	-15%	?	1%	-2%	?	10%	-1%	-11%
S=c1[nH]nc(C2CCCCC2)n1/N=C/c1cccc(Cl)c1Cl	-7%	5%	?	-1%	28%	12%	14%	8%	-3%
COc1ccc(OC)c2nc(-c3cccnc3)ccc12	?	-4%	46%[activator]	20%	7%	8%	0%	16%	11%
COc1cccc2[nH]c3c(=O)n(CCN(C)C)cnc3c12	3%	28%	14%	13%	22%	-16%	-2%	-7%	13%
CCNC(=O)COC(=O)CCNC(=O)c1cccc(C)c1	11%	1%	-9%	2%	9%	7%	0%	3%	6%
O=C(CSc1nnc2ccccn12)NNC(=O)c1ccccc1	13%	-11%	16%	8%	3%	-1%	16%	-2%	-1%
O=C(COc1ccc(Br)cc1)Nc1ccc([N+](=O)[O-])cn1	?	23%	5%	14%	16%	-3%	-3%	-7%	5%
Cc1cccc(CNS(=O)(=O)c2ccc3[nH]c(=O)ccc3c2)c1	5%	0%	48%[activator]	nt	nt	-1%	nt	-2%	2%
CCS(=O)(=O)N1CCN(c2cnn(-c3ccccc3)c(=O)c2Cl)CC1	-6%	-13%	25%	?	22%	12%	-1%	1%	6%
CN(C)S(=O)(=O)c1cc(NC(=O)c2cc(=O)c3ccccc3o2)ccc1Cl	-13%	-13%	?	5%	0%	-15%	-9%	9%	28%
CCC(=O)Nc1cc(C(F)(F)F)ccc1N1CCOCC1	-9%	-17%	5%	0%	-5%	-2%	1%	6%	?
Fc1cnc(Cl)nc1N1CCN(c2ccccc2)CC1	?	-10%	23%	5%	19%	0%	-23%	0%	9%
S=c1[nH]nc(Cc2ccccc2)n1Cc1ccco1	-28%	?	-2%	?	35µM*	-10%	-6%	13%	-1%
CCCCCNC(=O)c1ccc2c(c1)ncn2-c1ccc(OC)cc1	-3%	-9%	?	-6%	1%	-11%	18%	23%	2%
CCCn1c(=O)sc2cc(NC(=O)COc3ccc(Cl)cc3)ccc21	0%	0%	?	nt	nt	-9%	nt	-7%	-3%
CCOc1ccccc1C(=O)Nc1ccc(NC(=O)c2ccccc2)cc1	14%	-6%	13%	14%	8%	4%	-17%	-2%	0%
COc1ccc(/C=C/CN2CCN(CCc3ccccc3)C(CCO)C2)cc1 (stereo not given)	5%	-7%	?	-13%	-4%	-2%	14%	-1%	3%
Cc1cc(N=Nc2c(O)c3ccccc3[nH]c2=O)ccc1N=Nc1ccc(C(=O)N(C)C)cc1	3%	4%	-14%	-2%	1%	1%	-3%	5%	-1%
Cc1ccc(S(=O)(=O)Nc2ccc3c(c2)nc(CCN2CCOCC2)n3C)cc1	4%	-2%	26%	-11%	-2%	1%	2%	5%	?
Nc1cc(Br)cc2c1[nH]c(=O)c1ccccc12	0%	0%	20%	1%	-19%	-12%	nt	-3%	19%
COCCN(Cc1cc2c(C)cc(C)cc2nc1Cl)C(=O)c1ccccc1F	?	?	3%	3%	8%	-7%	-2%	-5%	-22%
Cc1ccc2c(c1)c(C)c(C)n2CC(O)CN1CCOCC1 (stereo not given)	2%	-13%	-34%	-3%	-9%	-12%	3%	-2%	-6%
c1ccc(COc2ccc3nocc3c2)cc1	23%	-5%	14%	1%	1%	-2%	-9%	22%	2%
COC(=O)c1cccc(-n2c(C)cc(/C=C3\SC(=O)NC3=O)c2C)c1	19%	-23%	25%	?	-19%	-26%	nt	13%	-21%

Reprinted from the part before: 4 compounds, followed by the next part.
SMILES	TDP-43 yeast inh	KB-V1 MDR tox	GLP-1R inv ag	HT1080 IDH1KD tx	HT1080-NT tox	GLP1R cytotox	SW480 rereplic	GLP-1R agonist	KB-3-1 cytotox
COCCN(Cc1cc2c(C)cc(C)cc2nc1Cl)C(=O)c1ccccc1F	?	?	3%	3%	8%	-7%	-2%	-5%	-22%
Cc1ccc2c(c1)c(C)c(C)n2CC(O)CN1CCOCC1 (stereo not given)	2%	-13%	-34%	-3%	-9%	-12%	3%	-2%	-6%
c1ccc(COc2ccc3nocc3c2)cc1	23%	-5%	14%	1%	1%	-2%	-9%	22%	2%
COC(=O)c1cccc(-n2c(C)cc(/C=C3\SC(=O)NC3=O)c2C)c1	19%	-23%	25%	?	-19%	-26%	nt	13%	-21%
CC1CN(C(=S)NC(=O)c2cccc([N+](=O)[O-])c2)CC(C)O1 (stereo not given)	4%	-18%	-22%	-3%[9.24 µM]	0%	-28%	-10%	-28%	14%
CC(=O)Oc1ccc(-c2cccc(C(=O)Oc3ccccc3)c2)cc1	7%	0%	1%	-14%	-2%	24%	0%	-3%	5%
CCN(CC)Cc1nc2c(c(=O)[nH]1)C1(CCCC1)Cc1ccccc1-2	-22%	-16%	?	-21%	9%	?	-1%	-3%	-26%
CC1(C(=O)Oc2ccccc2)Cc2ccccc2C(=O)O1 (stereo not given)	13%	6%	4%	13%	0%	5%	-22%	-5%	9%
O=C(COc1cc2oc(=O)c3c(c2cc1Cl)CCC3)NCC1CCC(C(=O)O)CC1 (stereo not given)	3%	?	-23%	7%	-1%	-9%	-3%	2%	10%
CC1CCN(C(=O)CSc2nnc(Cn3c(=O)sc4ccccc43)n2C)CC1	-2%	1%	-5%	0%	0%	-1%	-7%	-4%	-8%
O=C(COC(=O)/C=C/c1ccco1)NC1CCCCC1	29%	?	4%	15%	7%	1%	3%	-13%	1%
COc1ccc(-c2nc(-c3cccc(C(F)(F)F)c3)no2)cc1OC	1%	-14%	15%	-2%	-1%	14%	-1%	-5%	-6%
CCOc1ccc(CCNC(=O)c2ccc(S(=O)(=O)N3CCCC3)cc2)cc1OCC	-17%	-9%	-26%	-1%	0%	-5%	-2%	8%	4%
COC(=O)COc1ccc(S(=O)(=O)NCC2CCCO2)cc1Cl (stereo not given)	-28%	17%	0%	8%	1%	-12%	-20%	-11%	-7%
COc1cc(N)c(Br)cc1C(=O)O	-24%	-1%	12%	4%	-12%	17%	7%	7%	15%
Cc1nc2c(C)cccn2c(=O)c1NC(=O)c1ccc2c(c1)OCO2	?	-16%	14%	0%	2%	-6%	0%	2%	13%
CCOc1cc(N2CCOCC2)c(OCC)cc1NC(=O)COc1cccc(CC)c1	?	?	-64%	-2%	-2%	-8%	-6%	-2%	-7%
CSc1ccc(CN(C)CC(=O)Nc2ccccc2C(=O)NC2CC2)cc1	17%	4%	?	-4%	-1%	3%	4%	5%	-6%
Cc1cc(C)n2cc(CSCC(=O)O)nc2n1	-3%	20%	-3%	6%	5%	-7%	-2%	0%	15%
COC(=O)c1ccc(CSc2nnc(CNC(=O)COc3ccc(Cl)cc3)o2)o1	2%	?	-18%	0%	-13%	-12%	-6%	1%	0%
CC(Oc1ccccc1)c1ccnc2nc(N3CCOCC3)nn12 (stereo not given)	-10%	-15%	1%	-2%	7%	-1%	1%	21%	-11%
